TDP1 cell CPT = growth inhibition of DT40 Tdp1-/-;hTDP1 cells with camptothecin (screen for TDP1 inhibitors); chicken DT40 Tdp1-/-;hTDP1 cells + 20 nM CPT, ATP luminescence, 48 h; Potency, µM (top dose mostly 46.2 µM), for inactives: at the top dose activity change, negative = growth inhibition, usual class: inhibitors; actives 12% (n = 420,000); AID 686979; note: nearly all actives have a fitted effect of over 55% in size
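Chicken DT40 Tdp1-/- cells complemented with human TDP1, 400 cells/well, exposed to compounds plus 20 nM camptothecin for at least 48 h at 37 C; viability read as ATP content by CellTiter-Glo luminescence.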
FEN1 inhibitor = human FEN1 inhibition. Potency, µM (titrated, usually from 114 µM), without a hit: top-dose activity change, negative = inhibition, usual class: inhibitors. Recombinant FEN1 flap cleavage, fluorescence, 15 min. actives 0.35% (n = 390,000); note: nearly all actives have a fitted effect of over 65% in size
Target sequence (P39748 whole entry, looked up): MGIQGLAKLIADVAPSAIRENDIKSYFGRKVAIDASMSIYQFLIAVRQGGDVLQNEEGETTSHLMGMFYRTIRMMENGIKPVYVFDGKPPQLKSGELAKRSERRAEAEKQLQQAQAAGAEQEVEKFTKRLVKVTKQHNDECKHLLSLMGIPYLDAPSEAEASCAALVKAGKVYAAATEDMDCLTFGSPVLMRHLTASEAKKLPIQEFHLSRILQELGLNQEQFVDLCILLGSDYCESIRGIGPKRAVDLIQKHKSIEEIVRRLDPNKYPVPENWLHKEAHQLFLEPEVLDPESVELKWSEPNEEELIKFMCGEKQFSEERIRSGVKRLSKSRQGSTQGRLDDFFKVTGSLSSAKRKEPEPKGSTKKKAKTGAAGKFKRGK
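In this screen, 50 nM flap DNA substrate was added to 10 nM FEN1 pretreated with compound for 15 min at room temperature; cleavage was followed with reads at 0 and 15 min, and Hill fitting gave concentration–response parameters.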
N370S GC mod = inhibitors or activators of N370S glucocerebrosidase for Gaucher disease; N370S GC spleen homogenate, 4MU-glucoside fluorescence; Potency, µM (titrated, usually from 59.4 µM), for inactives: at the top dose activity change, negative = inhibition, actives largely listed as inhibitors; actives 0.092% (n = 330,000); AID 2101;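 note: 0% = full enzyme activity and -100% = no enzyme basal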
The depositor's hits bear a star; ? = inconclusive; nt = no result given; & = joins results of further samples; [ ] = remark or other dose. Calls come from the whole dose curve; as a rule, active = well fitted curve in the direction sought with a large enough effect; inconclusive = small, poorly fitted or top-dose-only effect, or another doubt; inactive = no such curve, though single readings can be large; an effect the other way counts as inactive or inconclusive. Unless noted, % is set by controls: 0 for no effect and ±100 for the full control effect; potency is the fitted concentration of half-maximal effect.

Order of results – TDP1 cell CPT, FEN1 inhibitor, N370S GC mod
Cc1cc(C)n(C2CC(=O)N(c3cccc(Cl)c3)C2=O)n1 (stereo unspecified)
→ 15µM*, 4%, -2%
Cc1noc(C)c1S(=O)(=O)N(C)C[C@H]1Oc2ccc(NS(=O)(=O)c3ccccc3)cc2C(=O)N([C@H](C)CO)C[C@@H]1C
→ 5%, 2%, nt
O=C(CSCc1ccc([N+](=O)[O-])cc1)NN=C1CCCCCC1
→ -15%, -5%, 22%
O=C(CSC1=NS(=O)(=O)c2ccccc2N1)NCc1ccc(F)cc1
→ 7%, 7%, -15%
O=C(Nc1nc(-c2ccccc2)cs1)c1cccnc1
→ ?, 7%, 3%
NS(=O)(=O)OCc1ccc(C(F)(F)F)cc1
→ ?, -3%, -1%
Cc1ccc(C(=O)Oc2ccc(C(=O)COC(=O)C3CC(=O)N(Cc4ccco4)C3)cc2)cc1 (stereo unspecified)
→ -29%, -24%, -3%
Cc1cc(N)n(-c2ccc(S(=O)(=O)N3CCOCC3)cc2[N+](=O)[O-])n1
→ 10%, -7%, 1%
O=C1CC(Sc2nnc(-c3ccccc3O)o2)C(=O)N1c1ccccc1 (stereo unspecified)
→ 4.6µM*, 6%, -27%
COc1c2c(cc3oc(=O)ccc13)OC(C)(C)C=C2
→ ?, -6%, 4%
Cc1ccc(N(CC(=O)NCCSc2ccccn2)S(C)(=O)=O)cc1
→ ?, 13%, 17%
CCOC(=O)c1sc2ccccc2c1S(=O)(=O)Nc1ccc(N(C)C)cc1
→ ?, -6%, nt
O=C(NNC(=O)c1ccccc1F)c1cccc(S(=O)(=O)N2CCc3ccccc32)c1
→ 18µM*, -9%, nt
COc1ccc(NC(=O)c2cc(OC)c(OC)cc2OC)c(S(=O)(=O)N2CCOCC2)c1
→ 3%, -6%, 3%
CC(C)C[C@H](NC(=O)OC(C)(C)C)c1n[nH]c(=S)n1N
→ -5%, 1%, 4%
C#CCOc1ccccc1/C=N/NC(=O)c1ccccc1OCc1ccccc1
→ ?, -17%, -5%
CN(C(=O)c1ccc(NC(=O)Cc2ccc(NC(=O)C3CCN(C(=O)C4CCCCC4)CC3)cc2)cc1)C1CC1
→ ?, -10%, nt
CCOc1ccccc1NC(=O)CN(c1nccs1)S(=O)(=O)c1ccc(N)cc1
→ -7%, -8%, 2%
COc1ccc(CC2=C(O)c3ccccc3C(=O)C2=O)cc1
→ -19%, -6%, -2%
CCOC(=O)c1ccc(NC(=O)c2oc3ccc4c(c3c2C)C(=O)CC(C)(CC)O4)cc1 (stereo unspecified)
→ ?, -3%, nt
O=C(CCc1nnc(C2CCCCC2)o1)N1CCN(Cc2ccccc2)CC1
→ 1%, -1%, 3%
CC(NCc1ccco1)C(=O)N1CCc2ccccc2C1 (stereo unspecified)
→ -23%, 5%, 1%
CCC(C)/C=C/C1=CC2=C(Cl)C(=O)C3(C)OC(=O)C(C(=O)C(C)C(C)O)C3C2=CO1 (stereo unspecified)
→ 12µM*, -6%, 24%
CCOC(=O)c1sc2nccc(N(C)C)c2c1N=CNOCc1c(F)cccc1Cl
→ ?, -3%, 30%
COc1cc(NC(=S)NCc2cccs2)cc(OC)c1
→ ?, 0%, -8%
COc1c(F)c(F)c(C(=O)Nc2ccc3oc(-c4ccncc4)nc3c2)c(F)c1F
→ -10%, -2%, 13%
CC(=O)NCCOC(=O)Nc1cccnc1
→ -9%, 4%, 10%
Cc1cc(-c2ccc(S(=O)(=O)Nc3ccc(Cl)cc3)cc2)on1
→ 16µM*, -17%, nt
Cc1oc2c(c(C)cc3oc(=O)c(CC(=O)N[C@@H](CC(C)C)C(=O)O)c(C)c32)c1C
→ 24%, -22%, -9%
COC(=O)CC1C(=O)NCCN1C(=S)Nc1ccccc1Cl (stereo unspecified)
→ 7%, -4%, 10%

The final 2 records of the section above are carried over, then new ones follow.
Order of results – TDP1 cell CPT, FEN1 inhibitor, N370S GC mod
Cc1oc2c(c(C)cc3oc(=O)c(CC(=O)N[C@@H](CC(C)C)C(=O)O)c(C)c32)c1C
→ 24%, -22%, -9%
COC(=O)CC1C(=O)NCCN1C(=S)Nc1ccccc1Cl (stereo unspecified)
→ 7%, -4%, 10%
CC(C)CC(NC(=O)C(CO)NC(=O)C1CCC(=O)N1)C(N)=O (stereo unspecified)
→ 9%, 2%, -27%
O=C(NCCNC(=O)c1cnccn1)c1ccc(Cl)c(Cl)c1
→ 1%, 3%, -18%
CCOc1ccccc1NC(=O)NCc1ccc2c(c1)OCO2
→ -5%, 14%, 0%
Cc1ccc(S(=O)(=O)N2CCOCC2)cc1C(=O)NCc1cn2ccsc2n1
→ -18%, 2%, -6%
CCOC(=O)c1cc(-c2ccc(F)cc2)n(CC(=O)NC2CCCCCC2)c1C
→ 16µM*, -13%, nt
CN(C)c1nc(C(=O)O)nc(N2CCOCC2)n1
→ -4%, -12%, -5%
Cc1ccc2nc(C(F)OC(F)(F)F)[nH]c2c1 (stereo unspecified)
→ ?, -3%, 6%
CCOc1cc(C(C(=O)NCC2CCCO2)N(C(=O)Cn2nnc3ccccc32)c2ccc(NC(C)=O)cc2)ccc1O (stereo unspecified)
→ 1%, 3%, 1%
O=C(Nc1cccnc1)/C(N=Nc1ccc(Cl)c(C(F)(F)F)c1)=C(\O)c1ccccc1
→ -2%, 0%, -19%
CC1=CN(S(=O)(=O)c2ccc(C)cc2)C[C@@H]2[C@H]3CC[C@H](C3)[C@H]12
→ ?, -12%, nt

Looked up above:
FEN1 inhibitor result of O=C(NCCNC(=O)c1cnccn1)c1ccc(Cl)c(Cl)c1 stands at 3%
N370S GC mod result of O=C(Nc1nc(-c2ccccc2)cs1)c1cccnc1 stands at 3%
FEN1 inhibitor result of CC1=CN(S(=O)(=O)c2ccc(C)cc2)C[C@@H]2[C@H]3CC[C@H](C3)[C@H]12 stands at -12%

Later entries
Order of results – TDP1 cell CPT, FEN1 inhibitor, N370S GC mod
Cn1nc(C(F)(F)F)cc1C(=O)NC1CCCCCC1
→ 3%, -3%, -4%
O=C(COC(=O)c1ccc(O)cc1)Nc1ccc(Cl)cc1
→ ?, -15%, 7%
CCOc1ccc(-c2c(C(=O)N/N=C/c3ccc(C)s3)nnn2-c2nonc2N)cc1
→ ?, 2%, 0%
CC(=O)c1cc2c(cc1NC(=O)c1ccc(Cl)cc1)OCCO2
→ 0%, 2%, 4%
NS(=O)(=O)c1ccc(NC(=O)COC(=O)c2cnc(Cl)c(Cl)c2)cc1
→ -9%, -13%, -4%
COC(=O)c1ccc(NC(=O)C(=O)NCC2CCCO2)cc1 (stereo unspecified)
→ ?, 16%, -2%
O=C(Nc1ccc2c(c1)OCCO2)c1ccc(Cl)cc1Cl
→ 18%, -11%, -1%
O=C(COc1ccc(Br)cc1)c1ccc2c(c1)CCCC2
→ ?, -7%, 22%
O=C(Nc1ccccc1)N1CCN(c2ccc(F)cc2)CC1
→ ?, 5%, 11%
Cc1ccn(CCC(=O)Nc2ccc3c(c2)OCO3)n1
→ -2%, -10%, -4%
Cc1cccc(NC(=O)CN(CC2CCCO2)C(=O)c2cc(S(=O)(=O)N(C)C)ccc2F)c1C (stereo unspecified)
→ -2%, 3%, nt
CN1CCc2nc3sc(C(=O)C45CC6CC(CC(C6)C4)C5)c(N)c3cc2C1
→ ?, ?, -3%
COc1cc(C)c(CN2CCN(C(C)C(=O)NC(C)c3ccccc3)CC2)cc1OC (stereo unspecified)
→ -9%, -11%, -23%
CC1Cc2cc(S(=O)(=O)N3CCC(C(=O)N4CCN(c5ccccc5F)CC4)CC3)ccc2N1C(=O)C1CC1 (stereo unspecified)
→ ?, -11%, -7%
Cc1cccc(NC(=O)c2cc(N3CCOCC3)nc3ccccc23)c1
→ 12µM*, 20%, ?
Cc1c(Cl)cccc1NC(=O)C(=O)NNS(=O)(=O)c1ccc(F)cc1
→ -22%, -20%, -10%
Cc1cc([N+](=O)[O-])cnc1NC(C)c1ccccc1 (stereo unspecified)
→ -11%, -17%, -24%
Cc1ccc(CNC(=O)c2c(O)nc3cc(C)ccn3c2=O)cc1
→ -6%, -13%, nt
CCc1ccccc1C1=CC(=O)C[C@H](c2ccc(OC)cc2)C1
→ 1%, -18%, nt
Cc1cc(Cl)ccc1OCC(=O)OC(C)C(=O)N(C)C (stereo unspecified)
→ -23%, 3%, 8%
CC1(c2nnc(Cc3ccccc3)o2)CC(c2ccc([N+](=O)[O-])cc2)=NO1 (stereo unspecified)
→ -43%, 13%, 0%
COc1ccccc1CNC(=O)Cn1ncn2c(cc3sccc32)c1=O
→ 6%, 0%, nt
COC(=O)c1[nH]c2cc(OC)c(OC)cc2c1NC(=O)Oc1ccccc1
→ 24%, 1%, -6%
O=C(CSCc1ccccc1Cl)N1CCN(c2ccc(Cl)cc2)CC1
→ ?, -3%, nt
O=S(=O)(CCN1CCCCC1)CCS(=O)(=O)CCN1CCCCC1
→ ?, 4%, nt
Cc1cccc(C)c1OCCn1c(C2CC(=O)N(c3cccc(Cl)c3)C2)nc2ccccc21 (stereo unspecified)
→ 16µM*, ?, nt
CC1CN(C(NC(=O)C(C)(C)C)C(Cl)(Cl)Cl)CC(C)O1 (stereo unspecified)
→ -2%, 5%, 18%
Cc1ccc(N2C(=O)c3ccc(C(=O)N4CCOCC4)cc3C2=O)cc1C
→ -2%, -6%, 4%
O=C(Nc1cc(S(=O)(=O)N2CCOCC2)ccc1O)c1ccc(NS(=O)(=O)c2ccc(Cl)s2)cc1
→ 8%, -8%, 4%
COc1ccc(S(=O)(=O)N2CCCC(C(=O)NCc3ccccn3)C2)cc1 (stereo unspecified)
→ 8%, 1%, 1%
CC(C)CCC(=O)N1CCOC1=O
→ 0%, -2%, 2%
Cc1cnc(C(=O)OCC(=O)NC(C)CCc2ccccc2)cn1 (stereo unspecified)
→ 24%, 2%, -5%
CCOc1ncccc1C(=O)NCCc1ccc(S(N)(=O)=O)cc1
→ 0%, 9%, -7%
O=C(Nc1cccc(C(F)(F)F)c1)c1cc(-c2ccc(F)cc2)on1
→ -7%, -11%, 3%
COc1ccc(OCC(O)Cn2c(=N)n(Cc3ccccc3)c3ccccc32)cc1 (stereo unspecified)
→ ?, -1%, -13%
O=C1OC(CCl)CN1Cc1c(Cl)cccc1Cl (stereo unspecified)
→ 13%, -1%, nt
c1ccc(-c2noc(-c3cccs3)n2)nc1
→ 8.2µM*, -6%, 4%
O=C(CSc1nc2ccccc2s1)NCCOc1ccc(Cl)cc1
→ -1%, -22%, 2%[12.8 µM]
COC(=O)c1c(NC(=O)CN2CCCC(C)C2)c2c(C)cccc2n1C (stereo unspecified)
→ ?, -8%, -10%
COc1ccc(CN2CCSCC2)c(C)c1C
→ 7%, -3%, -5%
CCN(Cc1ccccc1)C(c1cccs1)c1nnnn1C1CCCCC1 (stereo unspecified)
→ ?, 8%, 10%
CC(C)(C)C1CCC(OC(=O)CN2CCCCC2)CC1 (stereo unspecified)
→ 6%, 7%, -3%
CC(C)NS(=O)(=O)c1ccc(OCC(=O)Nc2ccc(F)cc2)cc1
→ ?, 13%, -1%
CC(=O)C1=C(C)N(Cc2ccco2)C(=O)C1(NC(=O)C1CCCCC1)C(F)(F)F (stereo unspecified)
→ ?, -7%, -4%
CC(OC(=O)CN1C(=O)c2ccccc2C1=O)C(=O)NCc1ccccc1 (stereo unspecified)
→ -19%, 9%, -5%
Cc1ccc(CCNC(=O)c2cc3c(-c4ccccc4F)nn(C)c3s2)cc1
→ -25%, -9%, nt
COc1ccc(S(=O)(=O)N2CCOC2CNC(=O)C(=O)NCCc2ccccc2)cc1C (stereo unspecified)
→ ?, 17%, -9%
CCOc1cc2[nH]c(=O)n(CCCC(=O)NCc3ccc(OC)cc3)c(=O)c2cc1OCC
→ ?, -2%&13%, -30%
CCc1ccc(NC(=O)Cn2nc(C(=O)O)c3ccccc3c2=O)cc1
→ -13%, 10%, -7%
CCc1noc(C)c1C(=O)OCC(=O)NC(=O)c1ccccc1OC
→ -1%, -13%, 0%

Overlap with the part before: two entries; new compounds follow.
Order of results – TDP1 cell CPT, FEN1 inhibitor, N370S GC mod
CCc1ccc(NC(=O)Cn2nc(C(=O)O)c3ccccc3c2=O)cc1
→ -13%, 10%, -7%
CCc1noc(C)c1C(=O)OCC(=O)NC(=O)c1ccccc1OC
→ -1%, -13%, 0%
O=C(Cn1cc(C(=O)c2ccco2)c2ccccc21)NC1CCCCC1
→ -22%, 4%, 11%
COc1ccc(C(=O)Oc2ccc3ccc(=O)oc3c2)cc1OC
→ 7%, 2%, ?
O=C(c1cccs1)c1c[nH]cc1-c1ccccc1
→ -6%, -1%, nt
O=C(O)c1cc(=O)n(Cc2ccccc2)c(=O)[nH]1
→ 0%, 8%, -5%
COc1ccc(C(=O)N2CCCC(c3ccccc3)=N2)cc1
→ -19%, 6%, 17%
O=C(CN(C(=O)CNS(=O)(=O)c1ccccc1)c1ccc2c(c1)OCCO2)NCc1ccco1
→ -15%, 1%, 4%
CC1Cc2ccccc2N1C(=O)COC(=O)Cc1ccc(F)cc1 (stereo unspecified)
→ -4%, -2%, -7%
Cc1ccc(-c2cc(C(=O)Nc3ccccc3C(N)=O)c3ccccc3n2)o1
→ 15µM*, -26%, nt
COc1cccc(NC(=O)C(OC(=O)/C=C/c2ccc3c(c2)OCO3)c2ccccc2)c1 (stereo unspecified)
→ -2%, -8%, 14%

High-throughput results as filed in PubChem BioAssay.

The list is partial (hit frequency here may not be typical).
